# RORa activator – RORA (human) activation | P35398 | CHO-K1 Gal4-RORA LBD luciferase reporter, luminescence; percent increase over mock-subtracted basal signal | activation, % at 10 µM | hit rate 1.5% among 65,000 | AID 560;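 active = activation above the mean of all tested compounds plus 3 SD, cut at about 49% in these data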;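 also: 0% = DMSO-treated RORA cells and 100% = added signal equal to DMSO minus mock-transfected cells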
# Target sequence (P35398 whole entry, looked up, the tested form may be a part): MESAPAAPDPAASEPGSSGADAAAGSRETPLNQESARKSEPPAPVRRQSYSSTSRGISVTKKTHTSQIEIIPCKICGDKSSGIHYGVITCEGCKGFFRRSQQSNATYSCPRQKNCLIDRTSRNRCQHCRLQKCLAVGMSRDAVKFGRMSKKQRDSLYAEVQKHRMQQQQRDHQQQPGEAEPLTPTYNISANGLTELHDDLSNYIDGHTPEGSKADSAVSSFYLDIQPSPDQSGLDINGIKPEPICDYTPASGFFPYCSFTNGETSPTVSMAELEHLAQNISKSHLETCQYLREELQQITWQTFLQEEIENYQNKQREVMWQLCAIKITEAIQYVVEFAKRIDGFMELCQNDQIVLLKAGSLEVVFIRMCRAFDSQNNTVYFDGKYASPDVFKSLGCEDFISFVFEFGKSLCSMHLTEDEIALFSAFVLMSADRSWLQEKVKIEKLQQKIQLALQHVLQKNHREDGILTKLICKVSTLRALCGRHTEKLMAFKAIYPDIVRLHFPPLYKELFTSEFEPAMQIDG
# Ecoli tolC – E. coli tolC mutant growth inhibition; E. coli BW25113 tolC mutant growth, OD615; growth inhibition, % at 10 µM (by protocol); hit rate 2.2% among 65,000; AID 573;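 active = growth inhibition at or above a cutoff equal to the mean over every tested compound plus 3 SD, cut at about 60% in these data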;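 also: growth measured after 20 h incubation at 37 °C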
#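 Test system: tolC-deleted E. coli BW25113; medium: LB with kanamycin 50 µg/mL; compound: single-point testing at 10 µM; incubation: 20 h compound exposure of bacteria at 37 °C; signal: OD at 615 nm; evaluation: growth inhibition in percent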
# MMP13 inh – inhibitors of human MMP13 | hit rate 0.07% among 65,000 | P45452 | MMP-13 fTHP FRET cleavage, Mca fluorescence | inhibition, % at 4 µM | AID 570;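 active = inhibition above the mean of compound-free control plate wells plus 3 SD, cut at about 14% in these data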;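 also: 0% = DMSO wells and 100% = wells with reference MMP-13 inhibitor after basal subtraction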
# HTR1E agonist – activates the human 5-HT1E serotonin receptor; P28566; hit rate 0.69% among 65,000; CHO 5-HT1E Ga15 NFAT-bla reporter, FRET; 0% DMSO wells, 100% control agonist wells; activation, % at 6 µM;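 active = activation above a set limit, the screen-wide mean activation plus 3 SD, cut at about 8.5% in these data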;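 also: 100% = positive control agonist at 1 µM giving full maximal response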
# NADH coupling – inhibitors of enzymes used to reach an NAD/NADH endpoint; coupled PK/LDH NADH assays, four targets; IC50, µM (doses to about 10 µM), for inactives: top-dose inhibition; hit rate 0.02% among 65,000; AID 774;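 active = single-dose screening hits from any of four coupled enzyme assays that gave an IC50 when retested across doses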;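 also: the DPM-DC format reads NADH fluorescence rather than 340 nm absorbance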
# HTR1E antagonist – antagonists of human 5-HT1E serotonin receptor. inhibition, % at 6 µM. hit rate 0.99% among 65,000. CHO 5-HT1E Ga15 NFAT-bla reporter, FRET, antagonist;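 active = inhibition above a set limit, the mean inhibition across every tested compound plus 3 SD, cut at about 29% in these data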;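 also: signal is the 460 over 535 nm emission ratio of beta-lactamase substrate; 0% = agonist plus DMSO wells and 100% = wells without agonist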
# 5HT1a antag – blocks the human serotonin 5-HT1a receptor | P08908 | CHO 5-HT1a Ga15 NFAT-bla reporter, antagonist mode | inhibition, % at 10 µM | hit rate 0.68% among 62,000;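 active = inhibition above the mean of all tested compounds plus 3 SD, cut at about 43% in these data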;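 also: receptor stimulated by 5-CT agonist at 100 nM near EC80; beta-lactamase reporter measured by ratiometric fluorescence of a cleavable substrate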
# SF-1 act – activates the human nuclear receptor SF-1. activation, % at 10 µM. CHO-K1 Gal4-SF-1 LBD luciferase reporter; % increase over DMSO SF-1-specific signal. hit rate 1.9% among 65,000. Q13285;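 active = activation above the mean activation of all tested compounds plus 3 SD, cut at about 50% in these data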
# Target sequence (Q13285 whole entry, looked up, the tested form may be a part): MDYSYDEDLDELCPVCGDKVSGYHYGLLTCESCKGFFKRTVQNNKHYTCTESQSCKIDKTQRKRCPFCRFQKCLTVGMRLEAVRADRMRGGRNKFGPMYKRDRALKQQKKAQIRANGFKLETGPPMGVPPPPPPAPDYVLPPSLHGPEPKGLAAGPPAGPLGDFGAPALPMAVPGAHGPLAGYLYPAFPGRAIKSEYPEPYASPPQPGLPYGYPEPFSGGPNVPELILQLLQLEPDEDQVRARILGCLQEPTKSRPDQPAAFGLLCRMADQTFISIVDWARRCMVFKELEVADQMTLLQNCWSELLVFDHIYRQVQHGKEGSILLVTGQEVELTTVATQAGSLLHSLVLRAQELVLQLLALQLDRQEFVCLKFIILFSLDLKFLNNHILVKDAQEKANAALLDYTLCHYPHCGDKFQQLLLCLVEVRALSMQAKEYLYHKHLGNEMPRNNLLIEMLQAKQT
#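 System: CHO-K1 cells with Gal4–hSF-1 LBD chimera plus Gal4-driven luciferase; quantity: 4,000 CHO-K1 cells per well; compound: one dose, 10 µM compound, 1% DMSO; times: 20 h compound treatment, 37 °C; measured by: SteadyLite luciferase luminescence; read-out: percent activation versus DMSO; benchmarks: DMSO and mock-transfected background; replicates: one test per compound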
# HTR1A agonist – agonists of human 5-HT1a serotonin receptor; P08908; CHO 5-HT1a Ga15 NFAT-bla reporter, FRET ratio; 0% basal, 100% maximal reference agonist; activation, % at 10 µM; hit rate 0.56% among 65,000; AID 567;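 active = activation above the screen-wide mean activation plus 3 SD, cut at about 19% in these data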;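 also: 0% = DMSO wells and 100% = 5-CT at EC100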
# The depositor's hits bear a star; · = not tested or not shown; [ ] = remark or other dose. No enrichment for hits; any-hit rate near 7.2%.
SMILES,RORa activator,Ecoli tolC,MMP13 inh,HTR1E agonist,NADH coupling,HTR1E antagonist,5HT1a antag,SF-1 act,HTR1A agonist
O=C(NCc1ccc2c(c1)OCO2)c1cccc(C(=O)NCc2ccc3c(c2)OCO3)c1,-5,-2,21*,-0.4,2%,3,3,3,-4.3
COc1ccc(Oc2c(C)oc3cc(OC(=O)N4CCOCC4)ccc3c2=O)cc1,12,-3,-1,2.1,3%,-13,-5,9,4.0
CCOC(=O)C1CCCN(Cc2ccccc2OCC)C1 (centres undefined),2,-14,6,0.0,14%,8,14,-4,-2.4
CC(C)c1nnc(NC(=O)C2CCN(c3nc4ccccc4s3)CC2)s1,10,-11,-1,0.5,6%,-18,1,17,0.6
COc1ccc(CCNC(=O)CSc2nnc(-c3ccc(F)cc3)o2)cc1OC,-6,2,1,-0.9,1%,10,24,2,-3.3
C=CCc1cc(OC)ccc1OCCON1C(=O)CCC1=O,-6,3,2,-0.4,5%,-1,-8,1,-0.6
COc1ccc(N2CCN(C(c3ccccc3)c3sc4nc(C)nn4c3O)CC2)cc1 (centres undefined),8,8,-2,-0.2,2%,3,-9,7,-3.1
O=S(=O)(Cc1ccccc1Cl)N1CCCCC1,4,-10,-1,-1.7,2%,-2,-1,-11,0.1
Cn1c(NC(=O)c2ccccc2C(F)(F)F)cc(=O)n(C)c1=O,7,-1,5,0.5,6%,6,2,-19,1.9
NC(=O)CSc1nnc(COc2ccccc2)n1C1CCCCC1,-5,5,0,0.0,14%,4,-5,2,-1.6
Cc1ccc2oc(=O)c3cnn(CC(=O)NCCC(C)C)c3c2c1,-7,-8,2,0.7,3%,5,-2,-15,-1.2
CCC(C)NC(=O)Cn1c(=O)n(-c2ccccc2)c(=O)c2ccc(C(=O)NCc3ccco3)cc21 (centres undefined),-2,-21,2,-0.3,6%,-7,-12,7,-0.8
CCOC(=O)N1CCN(C(=O)Nc2ccc(Cl)cc2Cl)CC1,-10,-11,1,-0.1,6%,-2,-3,-8,0.6
C=CCn1c(=O)c(C(=O)NCCN(CC)CC)c(O)c2ccccc21,-18,7,2,-0.1,2%,-7,·,-1,-2.0
COCCn1nnnc1C(CC(C)C)N1CCN(c2cccc(OC)c2)CC1 (centres undefined),18,-7,2,-0.1,11%,0,12,2,-4.7
Cc1cc(C(=O)NCCC2=CCCCC2)no1,26,-7,-3,-0.2,4%,-8,0,30,-0.1
CCn1c(C)nc2cc(C(=O)OCCC(F)(F)F)ccc21,-6,-11,2,-0.8,3%,0,6,9,26*
Cc1ccc2c(C(=O)CN3CCCCC3CCO)c(C)[nH]c2c1 (centres undefined),-3,-21,-2,0.4,11%,3,11,17,-0.4
COc1ccc(N(CC(=O)NC2CCCCC2)S(=O)(=O)c2cccnc2)cc1,-14,7,-4,1.4,2%,7,9,-8,-5.1
CN(C)c1ccc(C(=O)C(O)c2ccc(C(C)(C)C)cc2)cc1 (centres undefined),5,-5,2,-0.2,4%,-73,-8,3,-2.5
CC(C)Oc1snc(Cl)c1C(N)=O,23,-17,8,-0.1,6%,-13,-1,-7,0.0
CC(C)Oc1ccc(CNC2CCOC(C)(C)C2)cc1 (centres undefined),7,-35,-1,-0.4,6%,2,-9,7,0.0
CN(c1ccccc1C(=O)Nc1ccccc1C(=O)NCc1ccco1)S(C)(=O)=O,0,-9,-4,-0.1,4%,-5,-6,-19,0.5
Cc1cc(=O)n2nc(N3CCCC3C(=O)NCCCN3CC(C)CC(C)C3)sc2n1 (centres undefined),-18,-20,-1,-1.1,6%,5,4,11,-0.1
CCOC(=O)CCCCC(=O)c1[nH]c(=O)[nH]c1Cn1ccnc1,-29,-25,-2,0.2,9%,-7,-7,-9,-2.0
Cc1cc(=S)cc(C)n1CCCO,-1,-16,2,-1.7,5%,6,-16,12,-2.0
O=C(COc1ccc(N2CC(C(=O)O)CC2=O)cc1)Nc1cccc(C(F)(F)F)c1 (centres undefined),-25,4,3,0.3,1%,-10,-14,-8,-1.1
CC(C)Cn1c(SCC(=O)c2ccc(Cl)s2)nnc1-c1ccco1,0,26,-4,-0.1,7%,-7,2,12,0.3
CCCCN(C)CCCNC(=O)CS(=O)Cc1nc(-c2ccc(OC)c(OC)c2)oc1C (centres undefined),-19,-2,-10,0.8,3%,4,-4,-2,-1.9
Cn1c(C(=O)NCC2CCCO2)cc2c(=O)[nH]c3ccccc3c21 (centres undefined),16,3,-16,-0.3,2%,16,2,-3,-1.4
O=C(c1cccs1)N1CCC(c2nc(-c3ccc(S(=O)(=O)N4CCOCC4)cc3)no2)CC1,2,·,-4,-0.5,6%,0,-11,4,-0.2
CCN(c1ccccc1)c1ncnc2c1cnn2-c1ccccc1,59*,100*,0,1.2,1%,18,-1,59*,-0.7
CN(C)C(CNc1nnnn1-c1ccccc1)c1ccco1 (centres undefined),-18,8,1,1.1,3%,-6,-1,3,-0.9
Cc1cccc(-c2nc(CN3CCCC(C(=O)NC4CCC(C)CC4)C3)c(C)o2)c1 (centres undefined),11,42,3,0.0,9%,-3,-2,0,4.9
COc1ccc(N(C)S(=O)(=O)c2ccc3c(c2)CCC(=O)N3)cc1,4,-14,0,-0.1,4%,8,4,-1,-3.1
O=C1c2ccccc2C(=O)N1CCCCn1c(=O)oc2ccccc21,-5,-4,-4,-1.6,6%,12,1,15,-0.2
Cc1ccccc1NCN1C(=O)C2C3C=CC(C3)C2C1=O (centres undefined),21,6,0,-0.6,6%,4,-4,-2,0.9
CS(=O)(=O)N1CCc2cc(C(=O)O)ccc21,5,-9,0,0.6,6%,-7,-14,4,0.8
CCOc1ccc(C(=O)OCC(=O)NCc2ccco2)cc1OCC,-6,3,4,-0.2,9%,8,5,-13,-6.1
Cc1ccc(C2CC(c3ccccc3)n3ncnc3N2)cc1 (centres undefined),-9,22,-18,0.1,6%,-12,-6,-4,-1.7
CC(=O)/C(C(=N)N1CCN(Cc2ccccc2)CC1)=C(\C)O,-3,-14,6,-0.1,3%,4,-2,3,0.6
CC(=O)C1=C(C)N=c2s/c(=C/c3ccc4c(c3)OCO4)c(=O)n2C1c1ccc(N(C)C)cc1 (centres undefined),1,-1,5,-0.7,4%,-5,9,-6,-2.3
O=C(c1ccco1)N1CCN(C(=O)N2CCOCC2)CC1,-20,-5,6,0.5,2%,7,4,4,-0.2
CCOC(=O)c1cnc(SCC(=O)c2ccccc2)nc1N,59*,3,-2,0.4,0%,-5,-4,29,-0.8
COc1ccc(CCNS(=O)(=O)c2ccc3c(c2)oc(=O)n3C)cc1OC,-16,-8,-4,-0.5,7%,-5,0,-12,4.0

# Among those listed so far, 3 contain a CF3 group.
SMILES,RORa activator,Ecoli tolC,MMP13 inh,HTR1E agonist,NADH coupling,HTR1E antagonist,5HT1a antag,SF-1 act,HTR1A agonist
Cn1c(NC(=O)c2ccccc2C(F)(F)F)cc(=O)n(C)c1=O,7,-1,5,0.5,6%,6,2,-19,1.9
CCn1c(C)nc2cc(C(=O)OCCC(F)(F)F)ccc21,-6,-11,2,-0.8,3%,0,6,9,26*
O=C(COc1ccc(N2CC(C(=O)O)CC2=O)cc1)Nc1cccc(C(F)(F)F)c1 (centres undefined),-25,4,3,0.3,1%,-10,-14,-8,-1.1

# Filtered by structure, those above with a thiophene ring, fused or not (two)
SMILES,RORa activator,Ecoli tolC,MMP13 inh,HTR1E agonist,NADH coupling,HTR1E antagonist,5HT1a antag,SF-1 act,HTR1A agonist
CC(C)Cn1c(SCC(=O)c2ccc(Cl)s2)nnc1-c1ccco1,0,26,-4,-0.1,7%,-7,2,12,0.3
O=C(c1cccs1)N1CCC(c2nc(-c3ccc(S(=O)(=O)N4CCOCC4)cc3)no2)CC1,2,·,-4,-0.5,6%,0,-11,4,-0.2

# More records.
SMILES,RORa activator,Ecoli tolC,MMP13 inh,HTR1E agonist,NADH coupling,HTR1E antagonist,5HT1a antag,SF-1 act,HTR1A agonist
Cn1c2ccccc2c(=O)n2c(=O)c3ccccc3cc12,5,27,-2,-0.7,10%,1,8,-7,-1.9
O=C(COc1cc(Cl)c(Cl)cc1Cl)Nn1cnnc1,-6,-1,2,0.6,6%,-2,-3,7,-3.9
COc1ccc(-c2noc(CSc3nc(N)c(-c4ccccc4)c(=O)[nH]3)n2)cc1OC,-6,-16,0,0.8,3%,7,-11,-6,0.0
CCOc1ccc(NC(=O)CN2C(=O)C3CCCN3C2=O)cc1 (centres undefined),20,-5,-8,-1.6,2%,14,-4,10,-1.1
Cc1ccc(C(C(=O)NC2CCCC2)N(Cc2cccs2)C(=O)CNC(=O)c2cccs2)o1 (centres undefined),-21,66*,-4,0.1,5%,1,15,-3,-1.2
COc1cccc(Cn2cccc(NC(=O)NC3CCCCC3)c2=O)c1,-12,49,-26,-0.3,5%,6,6,11,-3.3
CCCC(=O)c1ccc(N2CCN(C(=O)OCC)CC2)c(F)c1,-6,29,-3,0.2,4%,0,-10,15,-1.5
Cc1nc2ccccc2n2c(O)c(CC(=O)O)cc12,-2,-6,0,0.8,15%,-5,2,-5,0.2
CCOC(=O)c1ccc(NC(=O)c2cccc(S(=O)(=O)N3CCOCC3)c2)cc1,4,18,4,0.2,5%,6,7,-23,-1.6
COc1cc(-c2nnc(SCc3ccccc3Cl)o2)cc(OC)c1OC,-3,77*,-7,1.0,3%,7,22,9,6.0
Cc1ccc(CSC2=NCCN2C(=O)C2CC2)cc1,22,-6,1,0.0,3%,-9,-5,-11,0.2
CC[n+]1cc(-c2ccccc2)nc(N2CCOCC2)n1,-4,-5,6,-1.1,7%,2,7,14,-1.9
COc1ccc(-n2nc3cc(C)c(NC(=O)C(C)C)cc3n2)cc1,40,-5,-43,-0.3,6%[fluoresces],4,-1,39,-1.7
C=CCn1c(=O)c2c(nc3n2CCS3)n(C)c1=O,15,-25,3,1.0,5%,10,-6,-1,-0.5
CCOC(=O)CN1C(=O)C(O)(CC(=O)c2ccccn2)c2ccccc21 (centres undefined),-12,-5,0,0.9,4%,-5,2,9,-2.6
Cc1ccc(S(=O)(=O)NC(CC(=O)NCC2CCCO2)c2ccco2)cc1 (centres undefined),20,-14,-6,0.2,3%,-1,-4,6,-2.1
CCOC(=O)N1CCC(NC(=O)C2CCN(S(=O)(=O)c3cccs3)CC2)CC1,-8,-15,0,0.0,0%,-5,-2,12,-0.3
CCCC(=O)n1nc(-c2ccc(Cl)cc2)nc1SC,8,15,0,-0.5,11%,4,-5,28,-0.8
CCOC(=O)c1snc(-c2ccc(F)cc2)c1N,35,1,-4,-0.2,6%,3,15,30,-0.7
O=C(NC1CCCCC1)c1ccc(CS(=O)(=O)Cc2ccccc2F)o1,5,-1,2,0.0,5%,6,-6,3,0.3
O=C(Nc1nccs1)c1ccc(S(=O)(=O)NCc2cccs2)cc1,16,17,8,-0.3,6%,5,20,16,-1.0
CCOc1cc(-c2c(C)c(CC)nc(N)c2C#N)ccc1O,4,9,1,1.1,8%,6,6,-11,-1.8
CN(C(=O)COC(=O)c1nc(-c2ccccc2)n(-c2ccccc2)n1)C1CCS(=O)(=O)C1 (centres undefined),15,3,8,0.3,4%,11,5,6,-2.0
CCN(CC(=O)Nc1c(C(=O)OC)[nH]c2ccc(C)cc12)c1ccc2c(c1)OCO2,25,5,-7,-1.1,7%,7,24,-4,0.1
Nc1nc(-c2ccccc2)cc(N2CCCCC2)n1,47,23,3,1.1,9%,17,31,75*,0.0

# Screening data: PubChem, several laboratories
